# p97 inhibitor – inhibitors of human p97 ATPase | 220,000 compounds, 0.42% hits | inhibition, % at 8 µM | recombinant p97 ATPase, Kinase-Glo ATP luminescence, 3 h; in the data active = inhibition above about 15%;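 also: 0% = DMSO vehicle and 100% = wells lacking enzyme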
# Target sequence (P55072 whole entry, looked up): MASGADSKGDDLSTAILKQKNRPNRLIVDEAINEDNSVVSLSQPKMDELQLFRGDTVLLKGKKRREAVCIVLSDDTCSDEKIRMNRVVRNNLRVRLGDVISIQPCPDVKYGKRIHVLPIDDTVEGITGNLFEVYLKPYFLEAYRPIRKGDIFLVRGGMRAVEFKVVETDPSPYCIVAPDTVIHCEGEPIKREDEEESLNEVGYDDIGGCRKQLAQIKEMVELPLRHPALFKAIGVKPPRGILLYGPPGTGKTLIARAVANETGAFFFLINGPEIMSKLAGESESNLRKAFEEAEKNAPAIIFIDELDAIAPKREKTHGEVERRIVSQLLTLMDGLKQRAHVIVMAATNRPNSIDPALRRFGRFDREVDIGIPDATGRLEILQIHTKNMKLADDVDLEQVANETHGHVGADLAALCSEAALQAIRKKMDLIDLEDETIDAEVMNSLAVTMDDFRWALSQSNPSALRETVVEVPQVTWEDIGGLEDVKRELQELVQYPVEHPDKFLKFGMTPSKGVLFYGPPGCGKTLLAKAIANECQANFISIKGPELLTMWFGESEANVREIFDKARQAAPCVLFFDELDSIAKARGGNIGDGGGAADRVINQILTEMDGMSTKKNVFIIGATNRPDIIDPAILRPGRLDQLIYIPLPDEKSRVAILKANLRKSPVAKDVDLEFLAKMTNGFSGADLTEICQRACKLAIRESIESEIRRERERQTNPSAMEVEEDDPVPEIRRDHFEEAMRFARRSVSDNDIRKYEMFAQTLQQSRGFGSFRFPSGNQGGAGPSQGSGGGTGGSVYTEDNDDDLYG
# MDM2 E3 inh – inhibitors of human Mdm2 E3 ubiquitin ligase. Q00987. cell-based MDM2 ubiquitination luciferase reporter, 2 h; 0 = plate control, 100 = twice control, blank-subtracted. signal enhancement, % at 5 µM. 210,000 compounds, 0.11% hits. AID 1230;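 active = signal enhancement of 30% or more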;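 also: luminescence tracks abundance of the self-degrading MDM2-luciferase fusion protein; higher signal means inhibition of MDM2 E3 ligase activity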
#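 system = mammalian cells stably expressing self-ubiquitinating, self-degrading MDM2 E3–luciferase fusion | quantity = 2000 cells per well seeded | incubation = 4 h cell settling then 2 h compound exposure, 37 °C | signal = SteadyLite luminescence, 15 min reagent step | benchmarks = plate control and blank wells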
# NPY1 pot ag – potentiators or agonists of human neuropeptide Y receptor Y1. activation, % at 3.6 µM. AID 1304. 220,000 compounds, 0.37% hits. NPY-Y1 expressing cells, potentiator/agonist activation; in the data active = activation above about 33%, passing the limit was not always enough;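 also: cells stimulated with NPY at EC10 then isoproterenol at EC100; 0% = low agonist plus stimulus and 100% = saturating agonist plus stimulus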
# Runt-SMMHC FRET – Runt domain-CBFb-SMMHC interaction inhibition; Q01196+Q13951; Cerulean-Runt/Venus-CBFb-SMMHC FRET ratio 530/480, 1 h; inhibition, % at 20 µM; 220,000 compounds, 0.74% hits; AID 1434;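 active = mean inhibition across duplicate retests at 20 µM reaching about 50%, limit read from the data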;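 also: 0% = DMSO wells and 100% = wells with excess untagged CBFb-SMMHC; inhibitors lower the FRET ratio by blocking Runt binding to CBFb-SMMHC; some results filed as inactive read as strong as hits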
# RBBP9 inhibitor – inhibitors of human serine hydrolase RBBP9; AID 1515; 220,000 compounds, 0.2% hits; recombinant RBBP9, FP-Rh probe fluorescence polarization; O75884; inhibition, % at 7.94 µM;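 active = inhibition above the campaign mean of all tested compounds plus 3 SD, cut at about 14% in these data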;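 also: plate controls were DMSO wells with RBBP9 for no effect and wells lacking RBBP9 protein for full effect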
# Target sequence (O75884 whole entry, looked up): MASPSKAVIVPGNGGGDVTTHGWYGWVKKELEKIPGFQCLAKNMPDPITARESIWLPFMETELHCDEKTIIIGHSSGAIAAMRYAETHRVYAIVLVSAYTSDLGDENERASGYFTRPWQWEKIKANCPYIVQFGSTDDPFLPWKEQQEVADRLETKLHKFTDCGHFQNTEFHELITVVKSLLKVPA
#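 system = RBBP9 protein | input = RBBP9 at 2.5 µM in dispensed solution, before mixing | measured by = fluorescence polarization (mP), excitation 525 nm, emission 598 nm | incubation = enzyme-compound preincubation 30 min, then probe labeling 45 min, 25 °C | buffer or medium = Tris-NaCl-Pluronic buffer, pH 8.0 | compound = single dose 7.94 µM | also added = FP-Rh probe, 375 nM dispensing solution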
# NPY2 pot ag – potentiates or activates human NPY-Y2 receptor. activation, % at 3.6 µM. cells expressing NPY-Y2, potentiator/agonist read-out. 220,000 compounds, 0.45% hits. P49146. AID 1359; in the data active = activation above about 27%;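 also: cells stimulated with NPY near EC25 plus isoproterenol at EC100; 0% = vehicle plus submaximal agonist and 100% = vehicle plus saturating agonist; some results beyond the cut were filed as inactive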
# Runt-CBFb FRET – inhibitors of human RUNX1 Runt domain binding to CBFb; Cerulean-Runt/Venus-CBFb FRET ratio 530/480, 1 h; inhibition, % at 20 µM; 220,000 compounds, 0.46% hits; AID 1496;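 active = inhibition over about 50% at 20 µM in the single-dose screen, limit read from the data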;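 also: 0% = DMSO wells and 100% = excess unlabeled CBFb competitor control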
#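 Doses: 20 µM compound in 1% DMSO | Material: Cerulean-labeled Runt domain protein | Amount: Each fluorescent fusion protein 100 nM | Schedule: Two 1 h room-temperature incubations shielded from light | Measured by: FRET fluorescence | Evaluation: Loss of energy transfer signal | Controls: Unlabeled CBFb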
# NPY Y1 blocker – NPY-Y1 (human) receptor antagonism; P25929; HEK293-CNG Y1 cells, membrane potential fluorescence; NPY at EC95, then isoproterenol; inhibition, % at 3.6 µM; 200,000 compounds, 1% hits; AID 1040;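 active = inhibition above the campaign mean inhibition of all tested compounds plus 3 SD, cut at about 20% in these data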;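 also: 0% = DMSO wells given NPY plus isoproterenol and 100% = isoproterenol alone without NPY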
#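 Material: Y1- and CNG-channel-expressing HEK293 cells / Probe or stimulus: NPY 25 nM then isoproterenol 1 µM plus Ro 20-1724 25 µM / Doses: 3.6 µM single dose, DMSO 0.4% / Schedule: compound incubation 1 h at room temperature, readout 45 min post-stimulation / Signal: membrane potential fluorescence / Benchmarks: isoproterenol-only wells as full block versus NPY-plus-isoproterenol wells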
# Hck-Nef inh – inhibitors of human Hck kinase activated by Nef. P08631. Recombinant Hck-YEEI plus Nef, Z-Lyte FRET kinase assay. inhibition, % at 20 µM. 220,000 compounds, 0.68% hits;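 active = Hck-Nef kinase inhibition above about 50%, limit read from the data; inactive = inhibition below that limit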;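 also: 0% = DMSO with Hck plus Nef and 100% = Hck alone without Nef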
# Active calls of the source: *; . = no result given; & = joins results of further samples. Compounds were not picked by outcome; overall some 3.5% were active at least once.
SMILES	p97 inhibitor	MDM2 E3 inh	NPY1 pot ag	Runt-SMMHC FRET	RBBP9 inhibitor	NPY2 pot ag	Runt-CBFb FRET	NPY Y1 blocker	Hck-Nef inh
COc1ccc(-c2ccc(C#N)c(OC(=O)c3c(Cl)cccc3Cl)n2)cc1	2	-14	-8	4	2	-2	0	2	0
CN1CCCN(Cc2ccccc2C(F)(F)F)CC1	4	0	0	2	-5	18	0	0	-6
O=C(COc1ncnc2ccccc12)Nc1cccc([N+](=O)[O-])c1	-5	-3	12	-4	-2	-8	-1	-6	14
CCOc1ccccc1C(=O)N1CCN(c2cccc(Cl)c2)CC1	-3	-18	-17	0	-3	-14	-2	30*	3
O=C(NCc1ccccc1Cl)NCc1ccccc1Cl	6	-4	12	-3	-2	99*	2	.	0
COc1ccc(OC)c(-c2cc(C(=O)Nc3cc(C)n(Cc4ccc(Cl)cc4)n3)no2)c1	6	-3	1	-3	9	-6	-2	1	7
Cc1n[nH]c(C)c1N=Nc1ccc(Br)cc1	3	-11	30	-1	-4	31*	-4	-8	23
CC(C)(C)c1ccc(OCc2nnc(SCC(N)=O)n2N)cc1	1	-16	8	-7	1	-17	-1	0	2
Cc1ccc(S(=O)(=O)N(CC(=O)N/N=C\c2cccs2)c2cccc3cccnc23)cc1	3	-1	0	5	1	2	1	0	-7
CCOC(=O)N1CCN(C(=O)c2ccc(CNS(=O)(=O)c3ccc(C)cc3)cc2)CC1	0	-14	4	2	-4	6	0	-8	-1
CC1=NN(Cc2ccccc2)C(=O)C1C(c1ccccc1)C(C#N)C#N (stereo unspecified)	1	3	-8	-5	4	-3	.	-4	-1
C[C@H](NC(=O)c1nc[nH]c1C(=O)N[C@@H](C)c1ccccc1)C(=O)OC(C)(C)C	2	.	-13	0	-7	-9	-2	-1	4
COc1ccc(CCNC(=O)COc2ncnc3cc([N+](=O)[O-])ccc23)cc1	4	-11	-3	2	-3	4	0	5	3
O=C(NCc1cccs1)C1CCN(S(=O)(=O)c2cccc3cccnc23)CC1	.	-4	.	2	.	.	0	.	-1
O=C(NCCCn1cccn1)c1cc(COc2ccc(F)cc2Cl)on1	1	-7	-1	0	-10	-17	1	-8	15
Cc1ccccc1NC(=S)N(CCN(C)C)C(C)c1cccnc1 (stereo unspecified)	2	-7	7	2	3	-5	1	0	-1
O=[N+]([O-])c1cccnc1-n1cnc2ccccc21	5	-4	2	18	-4	7	41	-2	5
Cc1nn(-c2ccccc2)c2c1C(=O)N(c1ccccc1)C(=O)C(C)(C)C2	-6	-16	-2	-4	-3	8	.	1	-1
COc1ccc(CN(CCN2CCOCC2)C(=O)c2c(F)cccc2F)cc1OC	-3	-5	5	-5	0	11	-2	9	1
CC(=O)Nc1ccc(-c2csc(NC(=O)C3CC(=O)N(c4ccc5c(c4)OCCO5)C3)n2)cc1 (stereo unspecified)	11	.	16	-4	-1	2	-1	.	51*
Fc1ccc(CN2CCN3CCCC3C2C2CCCCC2)cc1F (stereo unspecified)	-7	-9	-33	0	-2	-25	-1	4	0
O=C(c1cccc(N2C(=O)C3CC=CCC3C2=O)c1)N1CCN(c2ccccc2)CC1 (stereo unspecified)	-4	5	-6	-3	-6	-11	.	4	0
CN(C)C=Nc1ccc2nn(-c3ccccc3)nc2c1	-3	-7	8	-13	-4	11	-2	-6	8
COc1ccc(/C=N/n2c(SC)nnc(C(C)(C)C)c2=O)c(OC)c1	4	-23	-7	-2	-3	7	-2	10	0
Cc1ccc(NC(=O)C(=O)NCCN2CCN(S(=O)(=O)c3ccccc3)CC2)cc1C	-3	-1	1	1	-2	-11	-5	-1	12
COC(=O)C(C)n1cnc2c(nnn2-c2ccc(OC)cc2)c1=O (stereo unspecified)	4	0	12	5	7	6	-3	0	0
C=CCn1cc(C(=O)OCC)c(=O)c2cc(F)c(F)cc21	2	6	15	-4	-4	0	-1	.	19
CCN(CC)CCOC(c1ccccc1)c1ccc(C)cc1 (stereo unspecified)	-3	-5	-17	61	6	-3	-3	12	4
CCOc1ccc(OCCNC2CCCC2)cc1	5	-4	22	-6	1	1	-1	-3	7
CCOC(=O)CSc1nc2c(sc3ccccc32)c(=O)n1CCCN1CCOCC1	5	-11	-20	-4	-4	-5	-4	14	2
Cc1ccc2c(c1)C1CN(C)CCC1N2Sc1ccccc1[N+](=O)[O-] (stereo unspecified)	-4	.	4	0	-1	-1	1	.	-5
COc1ccccc1CN1CCNC(=O)C1CC(=O)O (stereo unspecified)	3	16	12	.	4	-11	.	3	20
CCN1CCCC1CNC(=O)c1cc(S(=O)(=O)CC)c(N)cc1OC (stereo unspecified)	-1&-3	.	-4&10	-2	-8&-1	-10&6	1	3&-2	.
Cc1ccc(NC(=O)C(=O)NCCc2c[nH]c3ccccc23)c(C)c1	4	-12	-14	-2	4	-1	-2	0	-42
COC(=O)c1ccc(OC(=O)c2ccc(OC)c(OC)c2)c(OC)c1	2	-14	-33	-2	1	10	0	4	2
Cc1ccccc1CCN(C(=O)Cn1nnc2ccccc21)C(C(=O)NC(C)(C)C)c1ccsc1 (stereo unspecified)	4	-10	22	1	-3	-13	-1	0	4
COc1ccccc1/C=C/C(=O)NCC(=O)n1nc(C)cc1C	10	-8	-2	-4	-1	-4	2	.	-1
COc1ccccc1NC(=S)N1CCC(NC(=O)c2ccco2)CC1	6	-11	4	-4	-6	7	0	-1	15
COc1cc(OC)cc(C(=O)N[C@H](C(=O)OCC(=O)Nc2ccc(C(C)C)cc2)C(C)C)c1	1	-10	19	0	-10	23	-2	2	3
O=C(O)CC(CC(=O)Nc1nncs1)c1ccccc1 (stereo unspecified)	7	-15	-4	2	-2	-4	-1	0	5
COCC(C)NC(=O)c1cc(-c2ccccc2OC)on1 (stereo unspecified)	-3	0	-6	-2	-3	-17	1	0	1
O=C(O)C1CC=CCC1C(=O)Nc1cccc(F)c1 (stereo unspecified)	-4	-8	2	0	-2	-9	1	-1	2
Cc1ccc2[nH]c(=O)c(CN(CCCO)S(=O)(=O)c3c(C)ccc4nsnc34)cc2c1	0	-3	16	-2	-3	11	-1	7	1
Nc1c(NCCC2=CCCCC2)c(=O)[nH]c(=O)n1Cc1ccccc1	3	-17	0	9	-2	6	2	-3	-1
CCOc1cccc(NC(=O)C2CC(=O)N(C)C(=Nc3ccccc3)S2)c1 (stereo unspecified)	-5	-3	14	1	-3	-3	-1	-2	0
CCn1c(N2CCN(C(=S)NCC(C)C)CC2)nc2ccccc21	-5	-6	-14	0	-9	-7	-1	1	-1
CCOc1cc(S(=O)(=O)Nc2ccccc2CC)ccc1Cl	2	-16	2	2	-4	13	-6	2	-20
Cc1[nH]c(=O)[nH]c(=O)c1S(=O)(=O)NCCc1ccc(S(N)(=O)=O)cc1	4	6	11	-2	-1	2	-2	-4	-12

# Some of these compounds in order of the Runt-SMMHC FRET value, high to low:
Structure,Runt-SMMHC FRET
CCOc1cc(S(=O)(=O)Nc2ccccc2CC)ccc1Cl,2
Cc1ccc2[nH]c(=O)c(CN(CCCO)S(=O)(=O)c3c(C)ccc4nsnc34)cc2c1,-2
COc1ccccc1/C=C/C(=O)NCC(=O)n1nc(C)cc1C,-4

# The results go on.
SMILES	p97 inhibitor	MDM2 E3 inh	NPY1 pot ag	Runt-SMMHC FRET	RBBP9 inhibitor	NPY2 pot ag	Runt-CBFb FRET	NPY Y1 blocker	Hck-Nef inh
Cc1nn(C)c(C)c1/C=N/NC(=O)CCn1nc(C)c([N+](=O)[O-])c1C	1	-7	-23	2	-1	0	10	-4	2
O=C(CCN1C(=O)/C(=C\c2cccs2)SC1=S)Nc1ccccn1	1	-16	-12	-30	-4	0	-5	2	18
COc1ccc(C(C)=O)c(OC(=O)c2ccc(OC)c(OC)c2)c1	2	9	-14	-3	-12	14	2	-5	-1
COc1ccccc1CCNC(=O)Nc1cccc([N+](=O)[O-])c1	-2	-4	20	2	3	-11	-1	-3	-6
CC1CCCC/C1=N\NC(=S)Nc1cccnc1 (stereo unspecified)	6	-28	7	-1	-2	-3	4	-1	26
CCc1nc(SCC(=O)NNC(=O)C2CCCCC2)c2ccccc2n1	1	-8	-11	-3	-1	-2	15	7	2
Cn1cnc([N+](=O)[O-])c1Oc1cccc2ccccc12	4	12	-2	-3	2	8	-2	0	7
COc1ccc(C(=O)Nn2c(C3CCC3)nc3ccccc3c2=O)c(OC)c1	-6	-8	-30	7	-5	5	0	10	2
Cc1cccc(C(=O)OC(C)CN2CCN(C)CC2)c1 (stereo unspecified)	-4	-18	-6	-1	-6	-18	0	3	9
COCCCN1C(=O)c2[nH]nc(-c3ccccc3O)c2C1c1cccc(Cl)c1 (stereo unspecified)	0	-19	12	0	-9	8	0	2	2
CCCCOC(=O)c1nnc(-c2ccccc2)o1	-1	-9	5	-2	-8	-17	1	.	1
Cc1cccc2c1NC1(CCCC1)CC2C (stereo unspecified)	3	-16	10	-2	4	-5	0	.	11
O=C1NC(=O)C2C1C(c1ccccc1)N1C3C(=O)NC(=O)C3C(c3ccccc3)N21 (stereo unspecified)	-5	0	-9	0	-3	0	2	4	0
Cc1ccc(N(C)S(=O)(=O)c2cccc(C(=O)NC3=NCCS3)c2)cc1	1	-28	10	1	4	11	-1	5	4
COCC1CCN(Cc2cn[nH]c2-c2ccc(OC)cc2F)C1 (stereo unspecified)	1	-13	-7	.	-4	0	.	-2	18
COc1ccc(CCn2c3c(c(=O)[nH]c2=O)C(NC(=O)c2cccs2)(C(F)(F)F)C(=O)N3)cc1OC (stereo unspecified)	27*	-23	6	-2	2	2	-4	-3	-1
CCC(=O)N(Cc1cc(=O)[nH]c2ccccc12)c1ccc(C)cc1	3	-8	13	0	1	9	3	.	12

# Compound activity as filed in PubChem BioAssay.
